# Bioassay records deposited in PubChem by National Center for Advancing Translational Sciences (NCATS).
# PLK1 PBD inh = qHTS for Inhibitors of PLK1-PDB (polo-like kinase 1 - polo-box domain): Primary Screen; Potency, µM, inactives show max response, negative = inhibition, hits mostly inhibitors; Plk1 PBD binding of FITC phosphopeptide, fluorescence polarization; AID 720504, 2013; 360,000 tested, 2.8% active; also: potency is read from the fitted curve at half-maximal effect; series mostly up to about 57 µM; % is scaled to controls: 0 for no effect and ±100 for the full control effect; nearly all actives have a fitted effect of over 65% in size
# EPAC1 agonist = qHTS for Agonist of cAMP-regulated guanine nucleotide exchange factor 3 (EPAC1): primary screen. Rap guanine nucleotide exchange factor 3 (Homo sapiens), O95398. EPAC1 agonist qHTS, biochemical assay; response scale: 100% = response to 6.5 mM cAMP. Potency, µM (highest dose often 154 µM), inactives show at the highest dose activation, usual class: activators. 360,000 tested, 0.073% active; also: potency is read from the fitted curve at half-maximal effect; nearly all actives have a fitted effect of over 60% in size
# Target sequence (O95398 whole entry, looked up): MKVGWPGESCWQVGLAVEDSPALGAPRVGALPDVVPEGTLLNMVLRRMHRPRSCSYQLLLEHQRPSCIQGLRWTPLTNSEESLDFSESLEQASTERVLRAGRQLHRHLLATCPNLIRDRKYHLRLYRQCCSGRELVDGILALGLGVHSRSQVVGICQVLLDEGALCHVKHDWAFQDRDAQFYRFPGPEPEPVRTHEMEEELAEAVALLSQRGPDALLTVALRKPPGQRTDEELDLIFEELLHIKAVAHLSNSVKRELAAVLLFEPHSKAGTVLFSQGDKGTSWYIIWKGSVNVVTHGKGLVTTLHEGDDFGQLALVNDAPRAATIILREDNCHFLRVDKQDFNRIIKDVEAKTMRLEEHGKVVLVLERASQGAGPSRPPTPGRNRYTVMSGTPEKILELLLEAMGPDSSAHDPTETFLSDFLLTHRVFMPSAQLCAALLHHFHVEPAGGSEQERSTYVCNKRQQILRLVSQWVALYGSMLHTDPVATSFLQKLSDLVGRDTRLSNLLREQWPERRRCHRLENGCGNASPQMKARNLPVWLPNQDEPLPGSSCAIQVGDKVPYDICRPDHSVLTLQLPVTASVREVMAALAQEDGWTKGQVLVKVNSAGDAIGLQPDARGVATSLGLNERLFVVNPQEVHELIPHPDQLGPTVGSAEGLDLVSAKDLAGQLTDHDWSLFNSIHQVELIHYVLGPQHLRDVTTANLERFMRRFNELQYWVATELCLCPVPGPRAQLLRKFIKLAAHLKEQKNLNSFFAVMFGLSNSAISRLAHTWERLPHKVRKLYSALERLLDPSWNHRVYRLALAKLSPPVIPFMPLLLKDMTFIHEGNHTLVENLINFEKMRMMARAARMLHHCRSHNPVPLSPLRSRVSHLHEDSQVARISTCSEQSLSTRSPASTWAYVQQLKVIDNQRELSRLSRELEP
#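 Fluorescent GDP-exchange assay: 100 nM EPAC1 with 250 nM Rap1B preloaded with BODIPY-GDP and 50 uM GDP; compounds tested as concentration series, 5 min at room temperature, then read every 5 min for 30 min (ex 480/em 540 nm); normalized to 6.5 mM cAMP.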
# GLP-1R agonist = qHTS of GLP-1 Receptor Agonists; Glucagon-like peptide 1 receptor (Homo sapiens), P43220; AID 624172, 2012; 380,000 tested, 0.007% active; HEK293 GLP-1R CRE-luciferase, luminescence, 4-6 h; cells express a hypersensitive GLP-1R form; Potency, µM (top dose mostly 45.6 µM), without a hit: at the highest dose activation, usual class: activators; also: potency is read from the fitted curve at half-maximal effect; % of control where 0% means no effect
# EPAC1 antag = qHTS for Antagonist of cAMP-regulated guanine nucleotide exchange factor 3 (EPAC1): primary screen; 360,000 tested, 0.14% active; EPAC1 GEF assay, Rap1b-BODIPY-GDP exchange fluorescence; Potency, µM (titrated, usually from 115 µM), for the others: at the top dose activity change, negative = inhibition, usual class: inhibitors;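 also: potency is read from the fitted curve at half-maximal effect; plate controls were vehicle for no effect and positive control for full effect; nearly all actives have a fitted effect of over 50% in size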
# PTHR1 agonist = qHTS for PTHR1 Agonists: Primary Screen; HEK293 GP2 PTHR1 cells, GloSensor cAMP luminescence, 1 h; Parathyroid hormone/parathyroid hormone-related peptide receptor (Homo sapiens), Q03431; 410,000 tested, 0.075% active; AID 743266, 2014; Potency, µM (doses to about 115 µM), without a hit: at the top dose activation, actives largely listed as activators; also: potency is read from the fitted curve at half-maximal effect; nearly all actives have a fitted effect of over 55% in size; some results filed as inactive show a strong effect at the top dose; inactives centre near -15; many of its hits are not listed in these tables
#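 HEK-293-derived GP2 cells expressing PTHR1 and a GloSensor cAMP reporter, 3,000/well, plated overnight, given luciferin plus IBMX (each 0.5 mM as added) for 1 h at 37 °C, then compound for 1 h at 37 °C. Luminescence was read after 15 min at room temperature.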
# HEK293 tox = qHTS of GLP-1 Receptor Inverse Agonists: Cytotox Screen; Potency, µM (doses to about 38.3 µM), without a hit: at the highest dose activity change, negative = inhibition, hits mostly inhibitors; 410,000 tested, 0.13% active; HEK293 cAMP-luciferase reporter cells, luminescence, 24 h;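 also: loss of luciferase light is scored as toxicity; potency is read from the fitted curve at half-maximal effect; % is scaled to controls: 0 for no effect and ±100 for the full control effect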
#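 Quantitative HTS format, 1536 wells, 200 cells/uL seeded. Compounds: 23 nL, 24 h, 37 °C. Detection: luciferase reagent, luminescence at 12 min RT; decreased signal taken as cytotoxic.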
# IL-2 act = qHTS of IL-2 Activators; IL-2 activation reporter assay, cell-based qHTS; stimulated with anti-CD3/CD4/CD28 beads; in transgenic mouse T cells; activation, % (series mostly up to about 46 µM); 360,000 tested, 0.065% active; AID 652025, 2013; in the data active = activation above about 50%; inconclusive = mostly about 30% to 49%; also: 0% is about no effect
#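 EGFP and DsRed fluorescence is measured by plate cytometry in unstimulated transgenic mouse T cells exposed to compound for 60 minutes, then stimulated 18 hours at 37 degrees C with anti-CD3/anti-CD4 beads plus anti-CD28.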
# PI5P4Ka inh = qHTS for Inhibitors of phosphatidylinositol 5-phosphate 4-kinase (PI5P4K); Phosphatidylinositol 5-phosphate 4-kinase type-2 alpha (Homo sapiens), P48426; PI5P4Kalpha enzyme, ADP-Glo luminescence, 60 min; active compounds read low; max response, %; 330,000 tested, 1.2% active; AID 652105, 2013; active = max response of -50% or lower; inconclusive = between -30% and -50%; inactive = -30% or higher; also: value at the top dose of about 77 µM; % is scaled to controls: 0 for no effect and ±100 for the full control effect
#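 Single end-point luminescence (ADP-Glo) quantified ADP from PI5P4Kalpha turnover; ATP 5 microM final, 1 h at RT, 0.1% CHAPS and 0.28 mM EGTA in HEPES pH 7.4.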
# GLP-1R inv ag = qHTS of GLP-1 Receptor Inverse Agonists (Inhibition Mode); HEK293 GLP-1R CRE-luciferase, luminescence, 24 h; GLP-1R form is constitutively active; Potency, µM (doses to about 38.3 µM), for the others: at the top dose activity change, negative = inhibition, usual class: inhibitors; 410,000 tested, 1.6% active; AID 624417, 2012; also: potency is read from the fitted curve at half-maximal effect; % is scaled to controls: 0 for no effect and ±100 for the full control effect; nearly all actives have a fitted effect of over 55% in size
#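 HEK293 cells stably co-expressing a cAMP-responsive luciferase reporter and constitutively active GLP-1R were seeded, incubated 12 h, then exposed to compounds for 24 h at 37 C. Luminescence was read 12 min after detection reagent; inverse agonists lower signal.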
# Active calls of the source: *; i = inactive; ? = inconclusive; nt = no result given; & = joins results of further samples; [ ] = remark or other dose. Unless noted, calls follow the shape of the dose curve; as a rule, active = well fitted curve in the direction sought with a large enough effect; inconclusive = small, poorly fitted or top-dose-only effect, or another doubt; inactive = no such curve, though single readings can be large; an effect the other way counts as inactive or inconclusive. Only part of the results is shown. The share of hits here may be higher or lower than overall.
SMILES,PLK1 PBD inh,EPAC1 agonist,GLP-1R agonist,EPAC1 antag,PTHR1 agonist,HEK293 tox,IL-2 act,PI5P4Ka inh,GLP-1R inv ag
Cc1ccccc1-c1cc(-c2ccccc2O)n[nH]1,3.4µM*,16%,5%,3%,-8%[57.5 µM],?,-0.5,-14,?
COc1ccccc1C(=O)NCC(=O)N1CCN(c2ncccn2)CC1,-4%,-9%,-5%,0%,i,-6%,0.2,-8,9%
Cc1cc(NC(=O)c2ccccc2C)no1,-3%,1%,1%,-7%,-10%,-1%,1.3,5,-4%
CN1CCCC(OC(=O)c2cc(F)c(F)c(F)c2F)C1 (stereo not drawn),0%,10%,1%,2%,i,5%,-2.9,-11,-1%
CC(=O)c1ccc(N2CCN(C(=O)c3cc4c(-c5ccccc5F)nn(C)c4s3)CC2)cc1,-15%,6%,3%,8%,-18%,1%,-4.3,9,-26%
CSCc1nc2scc(-c3ccccc3)c2c(=O)[nH]1,-1%,-14%,4%,6%,-44%[inhibitor],-9%,-0.5,-9,9%
O=C(/C=C/c1ccc2c(c1)OCO2)NCc1ccc(F)cc1,-14%,0%,1%,-13%,-68%[inhibitor],5%,0.1,-2,-13%
O=C(NNC1=C(C(=O)C(F)(F)F)CCC1)c1ccncc1,-16%,10%,-1%,-14%,i,?,1.1,-13,-19%
Cc1c(O)ccc(C(=O)CN2CCN(Cc3ccc4c(c3)OCO4)CC2)c1O,-6%,-5%,-8%,5%,-1%,-6%,0.4,-9,6%
O=C(COC(=O)c1cc(S(=O)(=O)N2CCOCC2)ccc1O)NCc1ccc2c(c1)OCO2,-3%,-5%,4%,14%,-10%,10%,-0.9,0,-1%
O=C(NC(=S)Nc1ncccn1)c1ccccc1Br,-3%,-6%,-4%,1%,i,-10%,-1.0,-2,12%
COc1ccc(OCC(=O)Nc2cc(S(=O)(=O)N3CCCC3)ccc2Cl)cc1,-2%,-3%,0%,-9%,-15%,-17%,-5.2,-1,-24%
CCOC(=O)c1ccc(CC2S/C(=C(\C#N)C(C)=O)NC2=O)cc1 (stereo not drawn),?,-4%,-3%,-18%,-21%,2%,-1.1,?,3%
O=C(COc1cccc(-n2cnnn2)c1)Nc1ccccc1,-7%,7%,-4%,-5%,-1%[57.5 µM],12%,-2.1,nt,0%
CNC(=S)N1N=C(c2cccs2)CC1c1ccc(F)cc1 (stereo not drawn),-3%,-5%,-5%,-8%,-13%,1%,1.1,3,?
O=c1/c(=C/c2ccco2)sc2n1CN(c1cccc(Br)c1)CN=2,-6%,4%,1%,-11%,0%[57.5 µM],4%,0.6,5,-1%
Cc1ccc2c(c1)N(CC(=O)NCCCN1CCCCC1C)C(=O)c1cccnc1O2 (stereo not drawn),-19%,4%,2%,5%,-70%&-1%[inhibitor],5%&-21%,-4.1,1,-18%&-2%
CCOC(=O)c1cc2c(=O)n3ccccc3nc2n(Cc2ccco2)c1=NC(=O)c1cccnc1,-16%,3%,11%,-10%,8%,nt,-3.0,-16,24%
O=C(Nc1ccc2c(c1)OCO2)C1CCN(S(=O)(=O)c2ccc3c(c2)OCCO3)CC1,-7%,12%,1%,-13%,i,-4%,-2.0,nt,0%
CSc1nnc(CCNC(=O)OC(C)(C)C)o1,-6%,7%,-3%,-17%,i,1%,0.3,1,1%
CC(=O)Nc1sc(C)c(C)c1C(=O)OCC(=O)NC(C)c1ccccc1 (stereo not drawn),-8%,0%,5%,6%,-26%,3%,-2.1,0,-21%
O=S(=O)(NC1c2cccc3cccc(c23)C1N1CCNCC1)c1ccccc1 (stereo not drawn),-3%,15%,4%,-13%,i,-25%,14,-8,10µM*
COc1ccc(OC)c(N=Nc2c(O)c3ccccc3[nH]c2=O)c1,-4%,-4%,19%,-3%,-10%,?,-0.9,-11,16%
CC(=O)c1c(C)[nH]c(C(=O)CN2C(=O)NC(C)(c3ccc4c(c3)OCO4)C2=O)c1C (stereo not drawn),-2%,-5%,2%,13%,i,-12%,-1.1,-6,28%
O=C(CC1SC(N2CCOCC2)=NC1=O)Nc1ccccc1Cl (stereo not drawn),-4%,4%,-2%,6%,-38%[inhibitor],-13%,0.4,1,-22%

# In the list so far, 4 contain a thiophene ring, fused or not.
SMILES,PLK1 PBD inh,EPAC1 agonist,GLP-1R agonist,EPAC1 antag,PTHR1 agonist,HEK293 tox,IL-2 act,PI5P4Ka inh,GLP-1R inv ag
CC(=O)c1ccc(N2CCN(C(=O)c3cc4c(-c5ccccc5F)nn(C)c4s3)CC2)cc1,-15%,6%,3%,8%,-18%,1%,-4.3,9,-26%
CSCc1nc2scc(-c3ccccc3)c2c(=O)[nH]1,-1%,-14%,4%,6%,-44%[inhibitor],-9%,-0.5,-9,9%
CNC(=S)N1N=C(c2cccs2)CC1c1ccc(F)cc1 (stereo not drawn),-3%,-5%,-5%,-8%,-13%,1%,1.1,3,?
CC(=O)Nc1sc(C)c(C)c1C(=O)OCC(=O)NC(C)c1ccccc1 (stereo not drawn),-8%,0%,5%,6%,-26%,3%,-2.1,0,-21%

# (cont.)
SMILES,PLK1 PBD inh,EPAC1 agonist,GLP-1R agonist,EPAC1 antag,PTHR1 agonist,HEK293 tox,IL-2 act,PI5P4Ka inh,GLP-1R inv ag
Cc1ccsc1C(=O)OCC(=O)N1C(C)CCCC1C (stereo not drawn),1%,-11%,5%,1%,-14%,4%,0.8,-6,-32%
O=C(NC(=S)NNC(=O)c1cc2ccccc2cc1O)c1ccco1,-18%,-4%,-3%,13%,-16%,2%[7.66 µM],0.1,-3,-23%[7.66 µM]
O=C(CCCc1nc(-c2ccccc2Cl)no1)NCc1cccnc1,-3%,5%,-3%,-10%,-9%,-4%,-0.7,-1,4%
O=C(c1cc(-c2ccc(F)cc2)on1)N1CCCc2ccccc21,-2%,19%,25%,-5%,-30%,9%,0.4,6,-19%
O=C(COc1ccc(-c2ccccc2)cc1)NNC(=O)NC1CCCCC1,-3%,-8%,2%,-4%,-18%,-1%[7.66 µM],-1.0,0,17%[7.66 µM]
CCN(CC)S(=O)(=O)c1ccc2c(c1)c(=O)c(C(=O)N1CCN(c3cc(C)ccc3C)CC1)cn2C,nt,nt,-2%,nt,-46%[inhibitor],-2%,nt,nt,0%
Cc1ccc2nc(SC(C)C(=O)NC3CCCc4ccccc43)[nH]c2c1 (stereo not drawn),0%,2%,1%,2%,-26%,-20%,0.9,0,?
Cc1cc(N2CCOCC2)nc2ccc(NC(=O)CCC(=O)N3CCN(c4ccccc4F)CC3)cc12,-7%,1%,8%,-18%,i,-2%,-0.4,-3,?
Cc1cc(C)c(C)c(OCCCN(C)C)c1,-12%,1%,-5%,-16%,i,-1%,-0.4,-2,6%
CN(C)C(CNC(=O)c1ccc(Br)cc1)c1ccco1 (stereo not drawn),0%,8%,11%,-30%,i,1%,-0.1,7,-28%
O=c1c2[nH]c3ccc(F)cc3c2nc2n1CCCS2,-16%,10%,7%,-10%,i,-11%,0.1,0,3%
CC(=O)O[C@H]1[C@H](C)OC=C[C@@H]1OC(C)=O,-14%,-16%,-5%,-1%,-14%,-1%,-1.3,-3,0%
Cc1ccc(F)cc1-c1nc(NCC2CC2)nc2ccsc12,1%,13%,11%,-14%,-41%[inhibitor],21%,0.4,4,?
COc1ccc(-c2cn(CCCOCc3ccccc3)nn2)cc1,-8%,0%,6%,4%,-38%[inhibitor],?,-0.3,-1,-14%
CC(Oc1ccccc1Cl)C(=O)N1CCCN(C)CC1 (stereo not drawn),-5%,0%,0%,-10%,-19%,-7%,1.3,6,?
COCCCN(C(=O)C1CCCCC1)c1c(N)n(Cc2ccccc2)c(=O)[nH]c1=O,-1%,3%,-8%,1%,i,4%,-2.0,-3,-2%
CC(C)[C@@H]1Cc2[nH]c(=O)[nH]c(=O)c2[C@H](c2ccc(F)cc2)O1,0%,-12%,-6%,4%,-16%,-5%,0.5,2,-6%
CC(C)Oc1cccc(C(=O)NC(=S)Nc2cccc(NC(=O)c3ccccc3Cl)c2)c1,-8%,-5%,0%,-6%,i,-16%,0.7,1,0%
CCCOP(=O)(c1ccc(N(C)C)cc1)C(O)c1cccnc1 (stereo not drawn),-5%,-1%,3%,5%,-20%[57.5 µM],19%,-1.5,nt,0%
CC(=O)c1cccc(NC(=O)C2CCCN2S(=O)(=O)c2cccc3cccnc23)c1 (stereo not drawn),-14%,6%,9%,-4%,-18%,-12%,3.0,-3,49%[activator]
CCCOc1ccc(CNC(=O)C2CCN(c3nn4c(=O)cc(C)nc4s3)CC2)cc1,-3%,-8%,8%,-10%,-14%,-2%&1%,-0.3,-1,-1%&1%
CC1(c2nnnn2-c2ccc3c(c2)OCCO3)CCC(=O)N1C1CC1 (stereo not drawn),-6%,7%,13%,16%,-14%,-4%,1.6,5,11%
CC(=O)c1cccc(NC(=O)CCS(=O)(=O)c2ccc(Br)s2)c1,-6%,5%,13%,11%,i,-5%&-6%,-0.3,-5,2%&7%
O=C(NCCCc1ccncc1)C1CCC(=O)N(CCc2cccc(F)c2)C1 (stereo not drawn),-7%,-2%,6%,13%,i,-5%,1.8,0,-5%
CC12CCC(=O)N1C(C(=O)Nc1nc3ccc(Cl)cc3s1)CS2 (stereo not drawn),-24%,11%,16%,-15%,-60%[inhibitor],-3%,-1.0,?,2.8µM*
CCCCOc1ccc(-c2nnn(CC(=O)Nc3ncc(CC(=O)OCC)s3)n2)cc1,-3%,-6%,-1%,?,-16%,15%,0.6,16,?
